aSyn yeast rescue: rescues yeast growth from alpha-synuclein toxicity. S. cerevisiae alpha-synuclein toxicity rescue, BacTiter-Glo growth, 24 h. Potency, µM (series often up to 46.1 µM), for the others: top-dose growth rescue (activation), hits mostly activators. 94,000 compounds, 0.02% hits. AID 1347070; active = well fitted activation curve with a large enough effect; inconclusive = small, poorly fitted or top-dose-only effect; also: 0% is about no effect
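Growth restoration measured by BacTiter-Glo luminescence after 24 hr at 30 deg C; alpha-synuclein yeast, raffinose-pregrown to mid-log, were added at OD600=0.02 in galactose medium onto pinned compounds.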
Active calls of the source: *; ? = inconclusive. Potency is read from the fitted curve at half-maximal effect. These rows are one share of the data, so the mix of outcomes need not match the whole.

Start of the listing, in advance:
compound	aSyn yeast rescue
CCCCOc1ccc(C(=O)NCC2(c3ccc(OC)cc3)CCOCC2)cc1	3%
COC(=O)C(CSCc1ccccc1)NC(=O)CCNC(=O)OCc1ccccc1 (stereo unspecified)	-10%
CCOC(=O)c1cnn(CCOC(=O)c2ccccc2F)c1NC(=O)c1ccccc1F	4%

All compounds of this part (from the top)
compound	aSyn yeast rescue
CCCCOc1ccc(C(=O)NCC2(c3ccc(OC)cc3)CCOCC2)cc1	3%
COC(=O)C(CSCc1ccccc1)NC(=O)CCNC(=O)OCc1ccccc1 (stereo unspecified)	-10%
CCOC(=O)c1cnn(CCOC(=O)c2ccccc2F)c1NC(=O)c1ccccc1F	4%
CCC(CC)C(=O)Nc1nnc2n1CCS2	-7%
CCN(CC)S(=O)(=O)c1ccc(C)c(NC(=O)COC(=O)CNC(=O)c2ccc(C(C)(C)C)cc2)c1	-14%
S=C(Nc1ccc(Cl)cc1)NC1CC2CCC(C1)N2Cc1ccccc1 (stereo unspecified)	6%
CC(C)c1ccc(OCc2cc(=O)n3c4c(sc3n2)CCCC4)cc1	1%
CC(C)NC(=S)NN=C1CCC(c2ccccc2)CC1 (stereo unspecified)	2%
O=C(CN1CCCN(Cc2cccc(Cl)c2)S1(=O)=O)Nc1ccc2c(c1)OCCO2	7%
C#CCSc1nnc(-c2c[nH]c3ccccc23)n1C	-6%
COc1ccc(N(CC(=O)NCCC2=CCCCC2)S(=O)(=O)c2ccccc2F)cc1	3%
Cc1ccc(C)c(NC(=O)Cn2c(=O)n(Cc3ccccc3)c(=O)c3oc4ccccc4c32)c1	2%
Cc1ccc(OCC(=O)Nc2cc(Cl)ccc2-n2cncn2)c(C)c1	9%
Fc1cc(Cl)ccc1NC1=NCCCCC1	-3%
COC(=O)CSc1ncnc2c(C)csc12	5%
Cn1c(Cn2c(=O)sc3ccccc32)nnc1SCC(=O)N1CCN(c2ccccc2)CC1	0%
Cc1ccc(C(=O)Nc2ccc(CN3CCCCC3)cc2)c(C)c1	-15%
CCCN1CCN(CCCNC(=O)c2ccc3c(c2)sc2nc(-c4ccc(C)cc4)cn23)CC1	2%
OCCc1ccc(O)c(-n2nc3ccccc3n2)c1	12%
CN(C)CCNC(=O)c1ccc(-c2nn(C)c(=O)c3ccccc23)cc1	3%
Cc1cccc(OCCOC(=O)c2c(-c3ccccc3)noc2C)c1	6%
CCCOc1ccc(N2C(=O)CC(NCC(=O)OCC)C2=O)cc1 (stereo unspecified)	-7%
CCOCCCNC(=O)C1CCN(c2cc(C)nc3c(-c4ccc(Cl)cc4)c(C)nn23)CC1	-7%
COc1ccccc1CNC(=O)C(NS(=O)(=O)c1cccs1)C(C)C (stereo unspecified)	-7%
O=C(COC(=O)c1c(F)cccc1F)Nc1cccc(S(=O)(=O)N2CCCCC2)c1	9%
Cc1ccc(CCNc2ncnc3onc(-c4ccc(F)cc4)c23)cc1	4%
CC1(C)Cc2ccccc2C(=NCC(=O)O)N1	-7%
CC(C)c1ccc(CNC(=O)c2ccc(N3CCCC3)c(NC(=O)NCc3ccccc3)c2)cc1	-6%
Cc1nc(-c2ccc(S(=O)(=O)N(C)Cc3ccccc3)cc2)co1	6%
Cc1cc(C)cc(NC(=O)Cc2c(C(=O)O)c(C)cn2C)c1	-1%

Given with each value named: four of the compounds above
CCCN1CCN(CCCNC(=O)c2ccc3c(c2)sc2nc(-c4ccc(C)cc4)cn23)CC1
  aSyn yeast rescue: 2%
OCCc1ccc(O)c(-n2nc3ccccc3n2)c1
  aSyn yeast rescue: 12%
CN(C)CCNC(=O)c1ccc(-c2nn(C)c(=O)c3ccccc23)cc1
  aSyn yeast rescue: 3%
Cc1cccc(OCCOC(=O)c2c(-c3ccccc3)noc2C)c1
  aSyn yeast rescue: 6%

Remaining list, next part.
compound	aSyn yeast rescue
CCc1ccc(C2=NN(CCC(=O)NCc3cccs3)C(=O)CC2)cc1	-3%
CCOC(=O)c1cc(C#N)c(N2CCN(C(=O)c3cccc(C(F)(F)F)c3)CC2)nc1C(F)(F)F	4%
COc1ccc(C2=Nc3ccccc3NC(c3cccs3)=N2)cc1	-7%
Oc1ccccc1C1=NC(c2ccccc2)NC(c2ccccc2)C1 (stereo unspecified)	-3%
O=C(CSc1ccc2nc(-c3ccccc3)cn2n1)Nc1ccccc1C(F)(F)F	-2%
COc1ccc(Cn2c(=O)c3oc4ccccc4c3n(Cc3ccc(F)cc3)c2=O)cc1	-9%
Cc1ccc(-c2nnc(Nc3ccc(Cl)c(Cl)c3)c3ccccc23)cc1S(=O)(=O)N(C)C	6%
COc1ccc(-n2nc(C(=O)Nc3cc(C)ccn3)c3c4ccccc4n(C)c3c2=O)cc1Cl	-11%
C[C@@H]1CCCCO[C@H](CN(C)Cc2ccc(Cl)c(Cl)c2)[C@H](C)CN([C@@H](C)CO)C(=O)c2cc(NC(=O)Nc3ccc(F)cc3)ccc2O1	-27%
COc1ccc(NS(=O)(=O)c2cc(NC(=O)C3CCCO3)ccc2N2CCCCC2)cc1 (stereo unspecified)	5%
CCc1cccc(C)c1NC(=O)Nc1csc2c1CCCC2	-8%
COc1ccc2c(C)c(CC(=O)NCCc3ccccc3)c(=O)oc2c1OC	0%
CCOc1cc(C(=O)Nc2nnc(C)s2)cc(OCC)c1OCC	-1%
COC(=O)c1ccc(-c2csc(NC(=O)c3c(C)noc3C)n2)cc1	1%
CC(C)(C)CN1CCNC(=O)C1CC(=O)N1CCC(C(=O)N2CCOCC2)CC1 (stereo unspecified)	2%
O=C(OCc1cn([C@H]2CN(C(=O)c3cccs3)[C@@H](c3ccc(Cl)cc3)C[C@@H]2O)nn1)c1ccccc1	0%
COc1ccc(CCN2C(=O)c3[nH]nc(-c4ccccc4O)c3C2c2ccc(O)c(OC)c2)cc1 (stereo unspecified)	4%
O=C(NCCc1ccccc1)c1ccc(Nc2nc3ccccc3n3nnnc23)cc1	0%
CCOC(=O)c1noc2nc(C)n(Cc3cccc(C#N)c3)c(=O)c12	6%
COc1ccc(-n2c(O)c(C=Nc3ccccc3)c3ccccc3c2=O)cc1OC	-3%
CC(=O)N1CCC(N(C(=O)Nc2c(F)cccc2F)C(C)C)CC1	-3%
CC(C)Nc1nc2c(c(=O)n(C)c(=O)n2C)n1C	-4%
C=COCCNC(=S)Nc1ccccc1	-4%
O=C(OCC(=O)N1CCc2ccccc2C1)c1cccs1	6%
COc1ccc(F)cc1CSc1nnnn1-c1ccc(O)cc1	6%
O=C(CSc1nnc(-c2ccncc2)s1)Nc1ccccc1	-4%
Cc1cc(O)c(C(c2ccccc2)N2CCCCC2)c(=O)n1Cc1ccco1 (stereo unspecified)	6%
COc1ccc(Br)cc1CN(C)C(=O)c1cc(Cl)c2c(c1)OCCO2	5%
Cc1ccc(C)c(N2CCN(C(=O)Cc3ccc(NC4=NC5CS(=O)(=O)CC5S4)cc3)CC2)c1 (stereo unspecified)	9%
CC(C)[C@H](N)C(=O)N[C@H]1CCC2C3CC=C4C[C@@H](O)CC[C@]4(C)C3CC[C@@]21C (stereo partly specified)	-6%
CCOc1ccc(OCCSc2nc(-c3ccccc3)cc(=O)[nH]2)cc1	2%
COc1cc(C(=O)NCCSc2ccc(Br)cc2)cc(OC)c1OC	-8%
Cc1ccc(-n2ncc(C(=O)NCCN3CCCC3)c2C2CCN(C(=O)OC(C)(C)C)CC2)cc1	-4%
Cn1cccc1C(=O)OCc1ccc(C(C)(C)C)cc1	17%
CCC[C@H]1CN(c2ccc(Br)cc2)C(=O)[C@@H]1CC(=O)Nc1ccccc1	5%
COC(=O)C1=C(O)/C(=C\c2cc(C)n(-c3ccc(F)cc3)c2C)N=C1C	5%
CC1(C)c2ccccc2-c2nc3ccccc3cc2C1O (stereo unspecified)	-8%
CCn1cc(C(=O)NCc2ccc(C)cc2)c(=O)c2cc(S(=O)(=O)N3CCCCCC3)ccc21	-3%
CC(C)c1ccc(NC(=O)c2cc(S(=O)(=O)N3CCc4ccccc4C3)ccc2F)cc1	-2%
COc1ccc(NC(=O)c2nc(-c3ccc(C)cc3)n3c2CCCCC3)c(OC)c1	4%
COc1ccc(S(=O)(=O)Nc2ccc3c(c2)N(C(C)=O)CCC3)cc1	-7%
O=C(NCc1ccco1)c1ccc2c(c1)N(Cc1cccc(Cl)c1)C(=O)c1ccccc1S2(=O)=O	2%
CCOC(=O)Cc1ccc(NC(=O)Nc2cccc(OCc3cc(=O)n4cc(C)ccc4n3)c2)cc1	-3%
CCCc1cc(=O)[nH]c(SCC(=O)N2CCN(c3ccccc3OC)CC2)n1	-1%
CCOC(=O)c1c(C)c(C(=O)NCc2ccc(Cl)cc2)c(C)n1C	-6%

The list continues:
mol | aSyn yeast rescue
O=C(c1ccco1)N1CCC2CC1c1c(Cl)cccc12 (stereo unspecified) | 0%
CCOc1ccc(NC(=O)c2sc3nc4c(c(-c5ccccc5)c3c2N)C(=O)CC(C)(C)C4)cc1 | 4%
Cc1oc(-c2ccc(Cl)cc2)nc1CS(=O)CC(=O)NCCN1CCCC1 (stereo unspecified) | -1%
COc1ccc(OC)c(S(=O)(=O)N2Cc3ccccc3CC2C(=O)Nc2ccc(C(C)=O)cc2)c1 (stereo unspecified) | 22%
COc1cc(OC)c(OC)cc1CN1CCc2nc(N3CCN(c4ncccn4)CC3)ncc2C1 | 10%
Cc1ccc(NC(=O)C(=O)NCC(c2cccnc2)N2CCN(Cc3ccccc3)CC2)cc1F (stereo unspecified) | 4%
COc1ccc(-n2nc(C(=O)NCC(=O)N3CCN(c4cccc(Cl)c4)CC3)c3ccccc3c2=O)c(OC)c1 | 8%
Cc1nn(CCCC(=O)Nc2cccnc2Cl)c(C)c1[N+](=O)[O-] | 6%
O=C(CNC(=O)c1ccc(Cl)cc1Cl)OCCCn1c(=O)[nH]c2ccccc21 | 3%
O=C1CCCN1CCCNC(=S)Nc1ccc(Nc2ccccc2)cc1 | 13%
COCCn1c(=S)[nH]c2cc(C(=O)NCc3ccccc3)ccc2c1=O | -8%
CC(C)(C)OC(=O)N1CCC(c2c(C(=O)Nc3ccc4c(c3)OCCO4)cnn2-c2ccc(F)cc2)CC1 | ?
COCCNC(=O)c1ccc2c(c1)N(Cc1cc(C)ccc1C)C(=O)c1ccccc1S2(=O)=O | 3%
CN(C)S(=O)(=O)c1cccc(NC(=S)N/N=C/c2ccc(O)c(O)c2O)c1 | 1%
COc1ccc(C(=O)OCc2cc(=O)oc3c(C)c(C)ccc23)cc1S(=O)(=O)N1CCOCC1 | -2%
COc1cccc(NC(=O)/C(C#N)=C\c2cn(Cc3ccc(Cl)cc3)c3ccccc23)c1 | 2%
CC1=C(C(N)=O)C(c2cccc(Br)c2)n2nc(SCc3ccccc3Cl)nc2N1 (stereo unspecified) | -3%
Cc1ccc2c(c1)c1c(c(=O)n(Cc3ccccc3)c(=O)n1CC(=O)Nc1ccccc1C)n2C | 0%
CCOc1ccc2nc(SCC(=O)NNC(=O)c3ccco3)c(C)cc2c1 | 5%
CCOC(=O)C1CCCN(C(=O)c2ccc3c(c2)OCCO3)C1 (stereo unspecified) | -1%
O=C(c1ccc2c(=O)n(Cc3ccccc3)c(=S)[nH]c2c1)N1CCOCC1 | 14%
COc1ccc(-c2oc3ncn4nc(COc5ccc(Cl)cc5)nc4c3c2-c2ccc(OC)cc2)cc1 | 5%
COc1cccc(NS(=O)(=O)c2cc3c(cc2C)NC(=O)CO3)c1 | -2%
COc1ccc(-c2noc(CCC(=O)Nc3ccc(C(F)(F)F)cc3)n2)cc1 | -1%
COc1ccc(CCNC(=O)Cn2ccc3cc(S(=O)(=O)N4CCCCC4)ccc32)cc1OC | -1%
CCCc1nnc(NC(=O)CCS(=O)(=O)c2ccccc2)s1 | 3%
COc1ccccc1N1CCN(c2ccc(=O)n(CC(=O)Nc3ccc(F)c(F)c3)n2)CC1 | -2%
Cc1ccc(Cl)cc1N1CCN(C(=O)Cn2c(-c3cccs3)cc3cc(F)ccc32)CC1 | 4%
CCOc1ccc(NC(=O)CN(c2ccc(CC)cc2)S(=O)(=O)c2c(C)noc2C)cc1 | -2%
COc1cc2c(cc1NC(=O)COc1ccc(Br)cc1)oc1ccccc12 | 0%
CCOC(=O)c1cn2nc(Oc3ccc(C#N)cc3)ccc2n1 | -2%
CCCOc1ccc(CNC(=O)c2cc3oc4ccccc4c3n2C)cc1 | 5%
CCOc1ccc(NC(=O)Cn2cnc3sc(C)c(S(=O)(=O)N4CCN(c5ccccc5OC)CC4)c3c2=O)cc1 | 4%
Cc1nc2nc(SCC(=O)NCCc3ccccc3)nn2c(C)c1Cc1c(F)cccc1Cl | 7%
O=C(COC(=O)Cc1c[nH]c2ccccc12)Nc1ccc(Cl)cc1 | 8%
O=C(N/C(=C\c1ccc(Cl)cc1)C(=O)N1CCOCC1)c1ccc([N+](=O)[O-])cc1 | -3%
COc1ccc(CCNC(=O)c2nn(-c3ccc(C)cc3)c(=O)c3c2c2ccccc2n3C)cc1OC | -1%
NNC(=O)CCCCCCCCCCOCCCCO | -25%
CCCCOc1ccc(C(=O)N(Cc2nc(-c3ccc(Cl)cc3)no2)C(C)C)cc1 | 3%
COc1ccc(CCNC(=O)c2cc3c(-c4ccccc4F)nn(C)c3s2)c(OC)c1 | 2%
CCN(c1ccccc1)c1ncnc2c1cnn2-c1ccc(OC)cc1 | -5%
Cc1nn(Cc2noc(C(=O)NC(C)c3ccccc3)n2)c(C)c1Br (stereo unspecified) | 11%
COC(=O)c1c(NC(NC(=O)C(C)C)C(Cl)(Cl)Cl)sc2c1CCCC2 (stereo unspecified) | -11%
COc1ccc(C(=O)Nc2cc(C(C)C)c(O)c(S(=O)(=O)c3ccc(Cl)cc3)c2C)cc1 | -4%
